OPRM1-OPRD1 ag – OPRM1-OPRD1 heterodimerization agonism | 340,000 tested, 0.3% active | AID 504326 | activation, % at 9.3 µM | cells, luminescence; in the data active = activation above about 18%;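 also: 0% = vehicle-treated cells and 100% = reference agonist; values of inactives mirror those of a sister screen read the other way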
CAL PDZ FP – CAL PDZ (human) peptide binding inhibition; purified CAL PDZ, TMR-peptide fluorescence polarization, 1 h; Q9HD26; inhibition, % at 24.9 µM; AID 602252; 300,000 tested, 0.92% active;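 active = mean inhibition of at least 30% with at least half of replicates also reaching 30%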;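 also: 0% = DMSO neutral control and 100% = excess unlabeled competitor peptide PRC23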
Cardiac RTF inh – cardiac RTF calcium desensitization; P19429+P45379; IANBD-labeled cardiac RTF, Ca2+ fluorescence; inhibition, % at 7.15 µM; 340,000 tested, 0.12% active;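 active = inhibition above the mean inhibition of all tested compounds plus 3 SD, cut at about 17% in these data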;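 also: assay run at fixed EC70 calcium of 1.6 mM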
cardiac RTF act – increases calcium sensitivity of human cardiac regulated thin filaments; P19429+P45379; IANBD-labeled TnC RTF fluorescence at EC20 calcium; 0% EC20 calcium, 100% full calcium; activation, % at 7.2 µM; 340,000 tested, 0.24% active; AID 493008;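 active = activation above the mean over all tested compounds plus 3 SD, cut at about 30% in these data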;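 also: rise in fluorescence read as greater calcium sensitivity of cardiac thin filaments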
V-ATPase pH – alters yeast V-ATPase proton transport. S. cerevisiae, pHLuorin cytosolic pH fluorescence. response, % at 10 µM. 350,000 tested, 0.37% active; in the data active = response mostly above about 7.3%, no sharp cut-off; inactive = mostly below about 5.4%; also: actives read high; inactives centre near 0; some compounds called inactive have numbers as strong as hits; reference of the scale not given here
MOR-DOR inv ag – inverse agonist of human OPRM1-OPRD1 heterodimerization | AID 504357 | P35372+P41143 | 340,000 tested, 0.21% active | inhibition, % at 9.3 µM | cell-based MOR-DOR heterodimer luminescence, inverse agonism; in the data active = inhibition above about 22%, passing the limit was not always enough;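 also: 0% = cells with DMSO and 100% = wells without cells with DMSO; values of inactives mirror those of a sister screen read the other way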
Keap1 Nrf2 FP – inhibitors of human Keap1-Nrf2 protein-protein interaction; Q14145; Keap1 Kelch-Nrf2 peptide fluorescence polarization, 1536-well; 340,000 tested, 0.15% active; inhibition, % at 9.4 µM; in the data active = inhibition above about 12%;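 also: human Keap1 Kelch domain with fluorescein labeled Nrf2 9mer peptide probe; 0% = neutral control wells and 100% = peptide positive control; higher means more block of Keap1 binding to Nrf2 peptide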
Target sequence (Q14145 whole entry, looked up, the tested form may be a part): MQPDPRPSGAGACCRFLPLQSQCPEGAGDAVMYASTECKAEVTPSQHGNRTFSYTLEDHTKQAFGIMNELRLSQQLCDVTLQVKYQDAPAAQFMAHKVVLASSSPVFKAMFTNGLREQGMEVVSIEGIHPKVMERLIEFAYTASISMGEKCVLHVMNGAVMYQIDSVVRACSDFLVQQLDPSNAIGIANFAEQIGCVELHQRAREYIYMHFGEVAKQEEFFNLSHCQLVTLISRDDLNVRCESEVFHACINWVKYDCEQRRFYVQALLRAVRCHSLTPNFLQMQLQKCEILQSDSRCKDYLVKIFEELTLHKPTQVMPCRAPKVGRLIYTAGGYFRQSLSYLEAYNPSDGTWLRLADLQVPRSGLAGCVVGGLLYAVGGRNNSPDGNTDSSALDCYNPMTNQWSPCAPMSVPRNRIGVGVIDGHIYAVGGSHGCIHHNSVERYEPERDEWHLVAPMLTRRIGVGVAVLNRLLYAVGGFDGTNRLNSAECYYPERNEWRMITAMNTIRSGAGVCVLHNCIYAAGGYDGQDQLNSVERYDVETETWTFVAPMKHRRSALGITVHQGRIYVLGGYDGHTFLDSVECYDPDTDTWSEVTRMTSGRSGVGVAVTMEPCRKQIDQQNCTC
LANA DNA inh – blocks KSHV LANA C-terminal domain binding to DNA; MBP-C-LANA/FAM-LBS DNA binding, fluorescence polarization; inhibition, % at 9 µM; 340,000 tested, 0.078% active;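 active = highest replicate inhibition at or above 60% at 9 µM, even if other replicates fall short; inactive = all replicates below 60% inhibition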;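 also: 0% = neutral control wells and 100% = 4 µM acridine orange control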
HTR5A ag – HTR5A agonism, opioid heterodimer counter-screen; HTR5A agonist assay, luminescence, cell-based; activation, % at 9.3 µM; 340,000 tested, 0.61% active; AID 504692; in the data active = activation mostly above about 9.5%, no sharp cut-off; inactive = mostly below about 7.6%;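 also: 0% = cells with vehicle only and 100% = reference agonist; strong numbers were not always called active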
Target sequence (P47898 whole entry, looked up): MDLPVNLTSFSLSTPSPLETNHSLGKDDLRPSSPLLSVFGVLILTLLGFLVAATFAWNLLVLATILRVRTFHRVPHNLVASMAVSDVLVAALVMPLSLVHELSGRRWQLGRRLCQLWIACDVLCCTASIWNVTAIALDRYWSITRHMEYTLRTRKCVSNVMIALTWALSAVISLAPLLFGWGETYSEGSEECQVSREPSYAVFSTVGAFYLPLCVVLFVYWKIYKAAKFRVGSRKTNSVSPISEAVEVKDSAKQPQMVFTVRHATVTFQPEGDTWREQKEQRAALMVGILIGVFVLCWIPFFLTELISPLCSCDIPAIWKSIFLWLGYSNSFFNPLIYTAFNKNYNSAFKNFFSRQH
HTR5A inv ag – inverse agonist of human HTR5A in OPRM1-OPRD1 counter-screen | 340,000 tested, 0.083% active | inhibition, % at 9.3 µM | HTR5A cell line, luminescence, inverse agonism | P47898; in the data active = inhibition mostly above about 23%, no sharp cut-off; inactive = mostly below about 18%;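 also: 0% = cells with DMSO and 100% = no-cell wells with DMSO; some compounds called inactive have numbers as strong as hits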
The depositor's hits bear a star; / = no result given.

canonical_smiles | OPRM1-OPRD1 ag | HTR5A inv ag | CAL PDZ FP | cardiac RTF act | HTR5A ag | V-ATPase pH | Cardiac RTF inh | Keap1 Nrf2 FP | MOR-DOR inv ag | LANA DNA inh
O=C1CS/C(=N\N=C\c2ccccc2Cl)N1CC1CC1 | 3.4 | -24.8 | 29.1 | 2.1 | -2.0 | 4.4 | -11.6 | -3.5 | -16.8 | -0.7
O=C1CCCc2nc(N3CCCCC3)sc21 | -1.8 | -1.9 | -1.6 | 2.4 | -1.2 | 0.6 | -3.1 | -2.0 | 8.4 | 1.2
CNC(=S)N(CCc1c(C)[nH]c2ccc(C)cc12)Cc1cccs1 | 0.4 | 10.3 | / | -2.5 | 2.5 | 3.6 | -1.3 | -1.9 | -2.2 | -2.8
COCC(C)n1c(SCC(=O)Nc2cc(C)on2)nc2ccccc2c1=O (configuration not stated) | -3.0 | 30.7 | -1.0 | -3.2 | -12.6 | 0.9 | 6.8 | -2.5 | 15.5 | -0.7
O=C(Nc1ccccc1C(=O)O)c1ccc(NC(=O)c2ccc(Br)o2)cc1 | -0.1 | 3.6 | / | 6.0 | 3.4 | 0.0 | -7.4 | -7.5 | 0.3 | -0.9
O=C(N/N=C1/CC2C=CCC12)c1ccco1 (configuration not stated) | -1.9 | -17.9 | / | -3.6 | 7.1 | 2.9 | -6.4 | -5.1 | 10.1 | -0.4
Cc1ccccc1OCc1nnc(SCC(=O)Nc2ccc3c(c2)OCO3)n1C | -1.0 | -1.8 | -3.4 | 0.5 | 0.7 | 0.8 | -4.6 | 2.1 | 4.5 | 1.1
CCC(C)(C)NC(=O)C(c1ccc(F)cc1)N(Cc1ccc(OC)cc1)C(=O)c1cnccn1 (configuration not stated) | / | / | 0.9 | / | / | 0.5 | / | -6.4 | / | 0.4
CCNC(=O)COC(=O)c1cc(=O)[nH]c2ccccc12 | -3.4 | 4.5 | / | -2.3 | -1.4 | 1.3 | -0.1 | -1.0 | 17.9 | 0.8
O=S(=O)(Nc1nc2ccc(S(=O)(=O)N3CCCCC3)cc2s1)c1ccccc1 | -1.6 | 5.0 | -3.2 | 4.1 | 3.5 | 1.3 | -8.7 | -8.8 | 8.7 | -4.1
C=CC[C@@H](CC(=O)N[C@@H](CO)Cc1ccccc1)C(=O)NCCOC(=O)[C@@H](CC=C)Cc1ccc(F)cc1 | -2.6 | 11.5 | -7.3 | -1.4 | -3.1 | -0.2 | -10.4 | 0.7 | 12.1 | 0.0
O=C(COc1ccc(/C=N/NC(=O)C(=O)N2CCCCCC2)cc1)Nc1ccccc1Cl | -0.6 | 5.1 | -1.9 | -4.0 | -2.8 | 0.9 | -1.3 | 0.3 | 3.2 | 1.2
CCc1nnc(NC(=O)c2ccc(S(=O)(=O)N(C)Cc3ccccc3)cc2)o1 | -3.5 | -3.0 | -1.6 | -4.9 | 1.9 | -3.9 | -0.4 | -5.0 | 11.6 | -3.1
CCOc1cccc(=O)c2c(C)n(CC(=O)c3ccccc3)c(C)c12 | 7.5 | 4.1 | 1.7 | -0.9 | -1.6 | -0.2 | 1.4 | -6.7 | -35.4 | 0.6
COc1ccc(S(=O)(=O)Nc2ccc(Cc3ccncc3)cc2)cc1C | 0.0 | 1.3 | / | -1.5 | -0.5 | -3.8 | -5.9 | -1.3 | -0.1 | -0.2
C/C(=N\NC(=O)c1nn(C)c(C)c1Br)c1ccc(NC(=O)c2ccccc2F)cc1 | -0.6 | 1.8 | -1.4 | -1.2 | -0.7 | 8.7 | -1.1 | -3.4 | 3.1 | -1.1
CNC(=O)CN1C(=O)NC(Cc2c[nH]c3ccccc23)C1=O (configuration not stated) | -0.9 | 0.3 | -1.5 | 0.6 | -0.1 | -1.8 | -8.0 | -2.6 | 5.2 | 0.9
O=C(CSc1nncn1-c1cccnc1)Nc1cccc([N+](=O)[O-])c1 | 1.4 | 6.6 | -5.1 | 1.3 | -2.2 | -3.1 | -24.8 | 0.1 | -11.7 | 0.2
CN(/N=C/Cc1nnnn1-c1ccc(Cl)cc1)c1ccccc1 | -2.0 | -1.1 | 20.9 | 5.9 | 4.0 | -0.8 | -7.9 | 7.1 | 10.0 | 0.1
CS(=O)(=O)Nc1cccc(C2=NN(C(=O)c3cccc(F)c3)C(c3cccs3)C2)c1 (configuration not stated) | -3.5 | -9.3 | 0.7 | -4.4 | 2.5 | 0.6 | 6.2 | -2.0 | 15.7 | -1.8
Cc1sc2ncnc(NCC3(N4CCOCC4)CCCCC3)c2c1C | -0.7 | 21.0 | 1.7 | 0.0 | 0.1 | -4.2 | -4.4 | -5.1 | 3.1 | 4.9
CC(C)[C@@H](CSc1ccccc1)N1CCN(Cc2ccccc2)CCC1=O | 1.7 | -14.6 | -6.2 | 2.0 | 5.4 | 0.9 | -10.4 | -1.9 | -10.0 | -0.3
O=C(C[n+]1ccc(C(=O)NCCCO)cc1)c1cccc(Br)c1 | -2.1 | -6.0 | 0.2 | 1.2 | 2.3 | 3.9 | -10.8 | -1.3 | 10.4 | -0.8
Cc1ccc(S(=O)(=O)N(C)CCCC(=O)Nc2cc(C)ccc2C)cc1 | -2.7 | 12.3 | / | -5.7 | -4.4 | -1.4 | -0.5 | 0.2 | 14.1 | -1.6
NC(=S)NN=CCn1cc([N+](=O)[O-])c(=O)[nH]c1=O | -2.2 | 1.6 | -2.2 | 2.9 | -0.4 | 2.9 | -9.1 | -1.6 | 9.6 | 0.1
c1ccc(CNc2nc(-c3cccs3)nc3ccccc23)cc1 | 1.8 | -9.3 | -3.2 | -0.3 | 3.8 | 0.2 | 0.9 | 3.3 | -11.8 | 0.8
CCN(c1ccccc1C)S(=O)(=O)c1cc2c3c(c1)CCC(=O)N3CCC2 | -1.6 | 9.5 | -4.7 | -6.3 | -2.5 | -0.3 | 2.8 | 2.2 | 8.1 | 1.3
CCOC(=O)N1CCN(S(=O)(=O)c2cc3c(cc2C)NC(=O)CO3)CC1 | -1.7 | -15.2 | -0.9 | 8.6 | 4.5 | 2.3 | 13.5 | 0.3 | 10.1 | 1.7
CC(=O)c1c(N2CCOCC2)nc(=S)n(Cc2ccccc2)c1C | -3.1 | 20.1 | 0.9 | -0.4 | -7.8 | -2.3 | -1.9 | -10.6 | 15.6 | 0.7
CCc1noc(C)c1C(=O)NNC(=O)COc1ccc(C)cc1 | -2.3 | 5.7 | 1.6 | 3.5 | -5.8 | -1.1 | -10.0 | -1.6 | 12.3 | 1.2
Cc1ccc(NC(=O)CN2CCc3ccccc3C2)cc1S(=O)(=O)N(C)C | -0.2 | -9.7 | 0.5 | -4.5 | 3.5 | -0.1 | -7.7 | 2.9 | 1.3 | -0.4
COc1ccccc1OCc1cc(-c2ccccc2)no1 | -2.1 | 8.2 | -3.6 | 5.9 | -3.2 | 0.5 | -5.5 | 1.1 | 12.1 | -1.3
CC(=O)c1ccc(NC(=O)CSc2nnc(-c3ccco3)o2)cc1 | -1.9 | -6.6 | -2.4 | -1.2 | 2.5 | -3.5 | -5.3 | -3.9 | 10.0 | -1.1
COc1cccc(CC(=O)Nc2ccc(-c3csc(C)n3)cc2)c1 | -3.4 | -8.7 | -0.5 | 1.4 | 3.4 | 0.1 | -3.3 | -0.7 | 16.6 | -0.7
C=CCNC(=O)c1ccc2nccnc2c1 | -1.9 | -6.5 | -3.6 | -1.6 | 6.2 | -2.0 | -6.8 | 0.3 | 10.8 | -0.9
COc1ccc(CCNC(=O)CN(Cc2ccc(Cl)cc2)S(C)(=O)=O)cc1 | -2.9 | -9.1 | -7.8 | -0.2 | 2.4 | -0.9 | -1.4 | 1.9 | 14.2 | -0.8
O=[N+]([O-])c1ccc(CN2CCCCCC2)cc1 | 0.2 | 9.1 | -4.3 | -1.9 | -2.7 | -0.6 | -7.4 | -0.3 | -0.8 | 0.0
Cc1c(NC(=O)COC(=O)CCc2c[nH]c3ccccc23)c(=O)n(-c2ccccc2)n1C | -2.6 | -24.1 | -5.5 | -0.1 | 8.3 | -2.1 | -0.3 | -1.8 | 14.3 | -0.5
O=C(CN1C2CCCC1CC(NC(=O)c1ccccc1)C2)Nc1ccccc1 (configuration not stated) | 10.6 | 16.2 | / | 4.2 | -4.0 | 1.4 | -15.7 | 2.2 | -67.2 | -0.6
O=C1CCCC(O)=C1N=Nc1ccc2ncsc2c1 | -0.2 | 13.4 | -2.7 | -2.0 | -3.9 | 1.0 | -1.2 | -2.3 | 1.1 | 0.9
O=C(Nc1ccc(C(=O)N2CCN(c3ccccc3)CC2)cc1)C1=CSCCO1 | -1.7 | -11.8 | 9.6 | -1.9 | -2.0 | -3.1 | -0.2 | -2.2 | 8.7 | -0.5
CCOC(=O)C1CCN(S(=O)(=O)c2ccc(Cl)cc2)CC1 | -0.6 | 5.3 | -2.4 | -5.5 | -1.4 | 0.2 | -7.8 | -0.4 | 3.0 | -3.2
O=C1C2C3CCCC3=C3CCCC3C2C(=O)N1c1ccc(Cl)cc1 (configuration not stated) | -1.9 | -4.5 | -9.7 | -0.4 | 2.8 | -0.7 | -9.9 | -4.0 | 8.6 | -0.9
Nc1nn(S(=O)(=O)c2ccccc2)cc1-c1cccc([N+](=O)[O-])c1 | 4.5 | -11.9 | 0.0 | 1.2 | 2.3 | -0.2 | 10.0 | -3.2 | -22.1 | -0.3
CC(Sc1ccc(Cl)cc1)C(=O)NCC1CCCO1 (configuration not stated) | -2.0 | 5.0 | / | -2.8 | -4.9 | 0.1 | -2.9 | -5.9 | 9.2 | -1.1
CCOc1ccc(C2=NNC(c3cccnc3)=Nc3ccc(OC)cc32)cc1 | -2.1 | -0.2 | -4.6 | -4.6 | 0.1 | 3.8 | -1.8 | -5.4 | 10.8 | 1.5
Cc1c(Cl)c([N+](=O)[O-])nn1CCCC(=O)Nc1cccc(O)c1 | -2.9 | 12.1 | 1.9 | 2.3 | -1.6 | 1.9 | 0.5 | -0.5 | 15.0 | -2.7
COc1ccc(N2CCN(C(=O)c3ccc(Cl)c(S(=O)(=O)N4CCCC4)c3)CC2)cc1 | -1.2 | -6.7 | -6.4 | 0.3 | -2.5 | 0.0 | 8.4 | 4.2 | 6.2 | 0.8
Cc1ccc(/C=C(\C#N)C(=O)Nc2ccccn2)o1 | -2.1 | -7.5 | -2.8 | -7.2 | 2.9 | -1.1 | -9.4 | -6.4 | 10.0 | -7.5
CC(Oc1cc(Cl)ccc1Cl)C(=O)N/N=C\c1ccnn1C (configuration not stated) | -1.8 | 9.7 | 0.7 | 3.4 | -0.7 | 1.9 | 2.0 | -1.7 | 8.1 | -0.3
Cc1cccc(NCC(=O)NNC(=S)Nc2ccccc2)c1 | -3.6 | 4.9 | -1.3 | 4.6 | -1.9 | 3.1 | 1.3 | -1.4 | 16.4 | 2.8
Cc1cc(NS(=O)(=O)c2ccc(NC(=O)c3ccc(Br)o3)cc2)nc(C)n1 | 0.0 | -6.2 | -5.1 | 8.3 | 2.2 | -4.3 | -9.4 | -4.0 | 0.1 | 1.3
CN(C)c1ccc(NC(=S)N2CCN(c3ncc(C(F)(F)F)cc3Cl)CC2)cc1 | 2.0 | -10.0 | 4.1 | -0.5 | 15.8* | 13.6 | -5.8 | -3.8 | -10.9 | -0.8

Screening results as filed in PubChem.
